APOBEC3A inh: APOBEC3A ssDNA deaminase inhibitors, primary screen, selectivity assay for APOBEC3G inhibitor project, biochemical, FAM/TAMRA oligo cleavage fluorescence. DNA dC->dU-editing enzyme APOBEC-3A (Homo sapiens), P31941. recombinant A3A, FAM/TAMRA ssDNA deamination fluorescence. inhibition, % at 20 µM. 330,000 compounds, 0.41% hits;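 active means at least 40% inhibition at 20 µM here, with at most 30% in a related deaminase screen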;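 further: plate controls were A3A with DMSO for no effect and wells lacking A3A enzyme for full effect; some results filed as inactive read as strong as hits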
Target sequence (P31941 whole entry, looked up): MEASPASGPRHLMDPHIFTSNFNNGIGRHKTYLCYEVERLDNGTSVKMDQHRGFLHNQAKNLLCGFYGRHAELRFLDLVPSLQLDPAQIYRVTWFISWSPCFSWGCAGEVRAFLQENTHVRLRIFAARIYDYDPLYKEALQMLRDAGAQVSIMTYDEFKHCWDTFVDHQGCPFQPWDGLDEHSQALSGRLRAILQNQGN
GRIN3A LBD mod: binders of NR3A ligand-binding domain, primary screen, biophysical, differential scanning fluorimetry, uHTS | Glutamate receptor ionotropic, NMDA 3A (GRIN3A) ligand-binding domain | NR3A LBD differential scanning fluorimetry, Tm shift; 0% = protein alone, 100% = glycine-bound protein | Tm shift relative to glycine control, % at 25 µM | 340,000 compounds, 2.5% hits;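 active means melting temperature shift of at least 10% of the positive control shift, at one fixed dose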
hIAP act: human IAP activators, primary screen, biochemical, luminescence, uHTS. 330,000 compounds, 0.16% hits. purified human IAP, CDP-Star luminescence, 30 min; stronger effect = higher value; 1 = vehicle-only enzyme, 0 = enzyme-free background. Intestinal-type alkaline phosphatase (Homo sapiens), P09923. activation factor at 10 µM;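 active means activation factor of the enzyme at least 2-fold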; further: the source names both 10 and 20 µM as test concentration; values of inactives mirror those of a sister screen read the other way
mIAP inh: inhibitors of mouse IAP, primary screen, biochemical, luminescence, uHTS; purified mouse IAP, CDP-Star luminescence, 30 min; 330,000 compounds, 0.2% hits; intestinal alkaline phosphatase [Mus musculus]; AID 2806, 2010; inhibition, % at 10 µM;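 active means inhibition of at least 40% at 10 µM in the primary screen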;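 further: plate controls were DMSO with enzyme for no effect and no enzyme wells for full effect; values of inactives mirror those of a sister screen read the other way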
beta cell repl: inducers of MIN6 beta-cell proliferation, primary screen, ATP luminescence, uHTS. AID 2380, 2010. proliferation, % at 10 µM. MIN6 cells proliferation, ATPlite luminescence, 48 h; cells starved in 0.2% serum; 100% = growth in 10% serum. 330,000 compounds, 0.29% hits;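 active means compounds whose signal lies at least 3.5 SD above the mean of all wells on their plate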;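 further: 0% = DMSO-treated cells in low-serum medium and 100% = 10% serum control; some compounds called inactive have numbers as strong as hits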
mIAP act: activators of mouse IAP, primary screen, biochemical, luminescence, uHTS. muIAP, CDP-Star luminescence, 30 min; stronger effect = higher value; 1 = vehicle-only enzyme signal, 0 = enzyme-free wells. activation factor at 10 µM. 330,000 compounds, 0.24% hits. AID 2805, 2010;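 active means activation factor of at least 2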; further: the source names both 10 and 20 µM as test concentration; values of inactives mirror those of a sister screen read the other way
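Assay system: mouse IAP enzyme; Reagent: CDP-Star chemiluminescent phosphatase substrate; Compound: DMSO-dissolved test compounds; Incubation: 30 min, room temperature; Technique: luminescence from enzymatic CDP-Star hydrolysis; Controls: DMSO-only wells and no-enzyme negative control.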
A3G deaminase: APOBEC3G DNA deaminase inhibitors, primary screen, biochemical, fluorescence, single-stranded DNA substrate, uHTS; AID 493012, 2011; inhibition, % at 20 µM; 330,000 compounds, 0.28% hits; recombinant A3G, ssDNA deamination FAM/TAMRA fluorescence;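 active means inhibition of at least 40% at 20 µM, with no more than 30% in the related APOBEC3A deaminase screen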;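 further: plate controls were DMSO wells with A3G for no effect and wells lacking A3G enzyme for full effect; some compounds called inactive have numbers as strong as hits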
Target sequence (Q9HC16 whole entry, looked up): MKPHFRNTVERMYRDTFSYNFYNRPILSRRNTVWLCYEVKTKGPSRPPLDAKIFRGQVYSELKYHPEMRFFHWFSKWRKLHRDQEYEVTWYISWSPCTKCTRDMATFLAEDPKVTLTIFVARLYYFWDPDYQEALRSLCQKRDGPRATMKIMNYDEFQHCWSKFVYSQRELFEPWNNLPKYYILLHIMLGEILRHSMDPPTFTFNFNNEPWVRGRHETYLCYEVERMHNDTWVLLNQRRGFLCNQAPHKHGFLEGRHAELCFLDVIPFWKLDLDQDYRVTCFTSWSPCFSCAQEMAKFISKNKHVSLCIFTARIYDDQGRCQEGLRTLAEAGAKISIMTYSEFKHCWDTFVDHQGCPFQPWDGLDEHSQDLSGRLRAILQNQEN
hIAP inh: human IAP inhibitors, primary screen, biochemical, luminescence, uHTS; Intestinal-type alkaline phosphatase (Homo sapiens), P09923; purified IAP, CDP-Star luminescence, 30 min; inhibition, % at 10 µM; 330,000 compounds, 0.12% hits; AID 2544, 2010;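 active means inhibition reaching a set limit with compound at 10 µM in the primary screen, cut at about 35% in these data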;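 further: plate controls were DMSO wells with enzyme for no effect and no-enzyme buffer wells for full effect; values of inactives mirror those of a sister screen read the other way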
MPTP block: mitochondrial permeability transition pore inhibitors, primary screen, biochemical, isolated mouse mitochondria, absorbance | Ca2+ swelling absorbance, 30 min | inhibition, % at 10 µM | 360,000 compounds, 1.4% hits;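 active means inhibition of 50% or more, scaled per plate between neutral and stimulator controls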;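 further: 0% = DMSO wells given calcium and 100% = 1 mM EGTA wells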
Active calls of the source: *; / = no result given.

(1) C[C@H]1CN(S(=O)(=O)c2ccc3c(c2)OCCO3)CCN1S(=O)(=O)c1c(F)cccc1F
(2) Cc1c(C(=O)NCCSCc2c(F)cccc2Cl)cnn1-c1ccc(Cl)cc1
(3) CCOC(=O)c1ccc(-c2cccc(C(F)(F)F)c2)nc1C
(4) CCOC(=O)CSc1ccc2ccccc2n1
(5) O=C1CC(c2ccccc2Cl)c2c(sc3c(=O)[nH]c(CCl)nc23)N1 (stereo unspecified)
(6) Cn1cnc(S(=O)(=O)N2CCc3ccccc32)c1
(7) COc1cc(/C=C/C(=O)N2CCCC2)cc(OC)c1OC
(8) O=C(c1ccco1)N(CC1CCCO1)c1nc(-c2ccccc2)cs1 (stereo unspecified)
(9) COc1ccc(C(=O)NC2=C(C#N)CCC2)cc1OC
(10) Cc1cc(Cl)ccc1NC(=O)c1ccc2c(c1)CCN2S(C)(=O)=O
Compound	1	2	3	4	5	6	7	8	9	10
APOBEC3A inh	0	0	0	1	-2	-4	1	-1	1	-5
GRIN3A LBD mod	-1	-6	3	-2	/	2	0	1	-3	3
hIAP act	0.94	0.78	0.88	0.79	0.97	1.1	0.98	0.92	0.91	0.94
mIAP inh	8	-28	5	11	-2	6	-2	1	-6	7
beta cell repl	1	-6	-2	0	-4	-2	-3	-2	0	-2
mIAP act	0.93	1.3	0.95	0.89	1	0.94	1	0.99	1.1	0.93
A3G deaminase	-4	8	-1	-12	-1	-6	-1	-4	3	-9
hIAP inh	6	22	12	22	3	-7	2	8	9	6
MPTP block	0.4	-0.1	2.2	0.5	/	-5.4	-0.6	-0.2	0.2	-0.5

(11) CN(Cc1ccco1)C(=O)c1cc2c(s1)-c1ccc(Cl)cc1S(=O)(=O)C2
(12) CC(=O)c1cccc(N2C(=O)CC(N3CCN(S(=O)(=O)c4ccc(Cl)cc4)CC3)C2=O)c1 (stereo unspecified)
(13) CN(C)CCCN(C(=O)CCS(=O)(=O)c1ccccc1)c1nc2cc3c(cc2s1)OCO3
(14) O=C1OCc2ccc(NS(=O)(=O)c3ccc(C(F)(F)F)cc3)cc21
(15) CC(=Nc1cccc(O)c1)c1sc2ccccc2c1O
(16) CSc1nsc(SCC(=O)Nc2nc3ccccc3s2)n1
(17) Cc1cc(C)cc(Nc2ncc3c(n2)CCCC3=O)c1
(18) O=C(O)CC1(CC(=O)Nc2cccc(C(F)(F)F)c2)CCCC1
(19) COc1ccccc1C(=O)N/N=C(\C)CC(=O)Nc1ccc(Cl)cn1
(20) O=C(COC(=O)c1ccc2c(=O)n3c(nc2c1)CCC3)Nc1ccccc1F
Compound	11	12	13	14	15	16	17	18	19	20
APOBEC3A inh	-5	-4	0	-3	0	-6	-4	-6	-3	2
GRIN3A LBD mod	2	-2	-2	-2	1	4	1	-1	2	-3
hIAP act	0.98	0.98	1	0.99	0.88	0.9	0.98	1.1	0.97	0.91
mIAP inh	7	-3	-6	-1	3	-1	-4	-2	3	0
beta cell repl	-1	-3	-7	0	-4	-3	-2	-2	0	-2
mIAP act	0.93	1	1.1	1	0.97	1	1	1	0.97	1
A3G deaminase	-3	-8	-11	-12	-2	-5	-6	-6	-6	-1
hIAP inh	2	2	-4	0	12	10	2	-14	3	9
MPTP block	-1.1	-0.9	1.2	7.5	-0.3	22	-0.2	0.2	4.2	0.9

(21) Cc1nc2sc3c(c2c(=O)o1)CCCC3
(22) NS(=O)(=O)c1ccc(CNC(=O)c2cc(-c3cccnc3)nc3ccc(Cl)cc23)cc1
(23) CCOC(=O)c1c(C)c(-c2ccccc2)n(CC(=O)NCCCN(CC)CC)c1C
(24) O=C1C2CCCN2C(c2cccc(F)c2)N1c1cccc(Cl)c1 (stereo unspecified)
(25) O=C(CSc1nc(O)c(Cc2ccccc2)c(=O)[nH]1)N1CCOCC1
(26) COCCN(CC(=O)Nc1cccc(C)c1C)C(=O)c1ccc(-n2cccn2)cc1
(27) CN1CCCN(C(=O)c2ccccc2Cl)CC1
(28) Cc1cccc(NC(=O)CNC(=O)COc2cccnc2[N+](=O)[O-])c1C
(29) Cc1ccc(S(=O)(=O)CCC(=O)OCC(=O)NCC(=O)Nc2cccc(C)c2C)cc1
(30) Cc1ccc(SCCNS(C)(=O)=O)cc1
Compound	21	22	23	24	25	26	27	28	29	30
APOBEC3A inh	-2	-2	-3	-3	-5	5	-1	-4	-2	9
GRIN3A LBD mod	-2	-4	-1	-2	1	2	-1	1	2	3
hIAP act	0.94	0.92	0.95	0.87	1	0.86	1.1	0.89	1.1	1.2
mIAP inh	3	0	-1	8	-3	2	1	2	6	-2
beta cell repl	-2	-3	-2	-1	-1	1	-1	1	6	0
mIAP act	0.97	1	1	0.92	1	0.97	0.99	0.98	0.94	1
A3G deaminase	-12	-3	-4	-1	-3	-3	-3	-5	-7	5
hIAP inh	6	8	5	13	-3	14	-6	11	-13	-16
MPTP block	-1.8	-2.3	0.4	0.8	0.6	0.3	-0.6	1.0	0.5	-1.6

(31) O=C(NCc1ccc(F)cc1)c1ccc(CS(=O)Cc2ccccc2Cl)o1 (stereo unspecified)
(32) NS(=O)(=O)c1cc(C(=O)O)cc(N2CCCC2)c1Oc1ccccc1
(33) C=CCn1c(NC(=O)CC)c(C(=O)OCC)sc1=S
(34) Cc1ccc([C@@H]2CC=C(C(=O)O)[C@H](c3ccc(F)cc3)N2S(=O)(=O)c2ccccc2C)cc1
(35) CS(=O)(=O)N1Cc2ccccc2CC1C(=O)Nc1ccccc1C(N)=O (stereo unspecified)
(36) CC(C)c1ccc(N(CC(=O)NCCc2ccccc2)C(=O)c2csnn2)cc1
(37) O=C(NCCc1ccccc1)c1ccccc1F
(38) CCOC(=O)C(Cc1ccc(NC(=O)/C(=C/c2ccc(OC(C)=O)cc2)NC(C)=O)cc1)N1C(=O)c2ccccc2C1=O (stereo unspecified)
(39) COc1ccccc1C(=O)NCCC(=O)NCC(c1ccco1)N1CCCC1 (stereo unspecified)
(40) CN(C(=O)CSc1nnc(-c2ccco2)n1N)C1CCCCC1
Compound	31	32	33	34	35	36	37	38	39	40
APOBEC3A inh	-5	0	0	-1	2	-1	-1	-5	-2	1
GRIN3A LBD mod	0	0	1	-2	-2	-1	-3	1	1	-1
hIAP act	0.87	1.1	1.1	0.96	0.95	1	0.98	0.93	0.88	0.95
mIAP inh	1	-2	-3	12	-5	4	3	2	-11	9
beta cell repl	-1	-2	-2	-4	-1	-1	4	-3	1	0
mIAP act	0.99	1	1	0.89	1	0.96	0.97	0.98	1.1	0.91
A3G deaminase	-7	-3	-3	-1	-1	-7	-3	-6	-6	-2
hIAP inh	13	-7	-15	4	5	-1	2	7	12	4
MPTP block	-0.2	0.0	4.2	0.0	-1.7	1.1	0.0	-0.4	0.1	-2.1

(41) CCN(CC)CC(O)COC(c1ccccc1)c1ccccc1 (stereo unspecified)
(42) CCCn1cc(SCC(=O)NC2CCCC2)c2ccccc21
(43) O=C1CS/C(=N\N=C\c2ccco2)N1c1ccccc1
(44) CCN(c1ccccc1)S(=O)(=O)c1ccc(Cl)c(C(=O)NCc2ccco2)c1
(45) CCc1cccc2c(C(=O)COC(=O)c3ccccc3)c[nH]c12
(46) COc1ccc(C(=O)Nc2nnc(SCC(=O)NC3CC3)s2)cc1
(47) CCC(Cc1ccccc1)NS(=O)(=O)c1ccc2c(c1)NC(=O)CO2 (stereo unspecified)
(48) Cc1ccc(C(=O)Nc2ccc(N3CCOCC3)cc2)cc1S(=O)(=O)N1CCCCC1
(49) Cc1cccc(C)c1Nc1ncnc(N)c1[N+](=O)[O-]
(50) CCN(CC)c1nc2ccccc2c(N)c1-c1ccccc1
Compound	41	42	43	44	45	46	47	48	49	50
APOBEC3A inh	-3	-2	16	1	2	-3	1	2	-2	3
GRIN3A LBD mod	-1	-1	-4	1	-8	1	1	1	-2	0
hIAP act	1.2	1.2	1.3	0.98	1	0.8	0.73	1	0.79	0.99
mIAP inh	-3	6	25	-5	3	13	-3	3	1	-5
beta cell repl	-1	3	-1	-7	-1	-5	2	-1	0	-3
mIAP act	1	0.94	0.75	1.1	0.97	0.87	1	0.97	0.99	1.1
A3G deaminase	-7	-3	5	-1	-6	-12	-1	-5	-9	7
hIAP inh	-22	-16	-26	2	0	20	27	-5	22	1
MPTP block	-0.5	-0.2	-1.0	0.7	2.3	-0.1	-1.0	-0.3	0.7	1.0

(51) COc1cccc2[nH]c(C(=O)NCc3ccccc3)cc12
(52) CCOC(=O)Cc1csc(NC(=O)CN2CCN(CC)CC2)n1
(53) Cc1cc(C)c(CN2CCN(Cc3ccc(C)o3)C(CCO)C2)c(-n2cccn2)c1 (stereo unspecified)
(54) COCCn1c(C)cc(C(=O)Cn2nc(C(=O)O)c3ccccc3c2=O)c1C
(55) C=CCC1NS(=O)(=O)OC(CCc2ccccc2)C1O (stereo unspecified)
(56) Cc1c(N=Cc2ccc(Br)s2)cccc1[N+](=O)[O-]
(57) C=CCn1c(Cc2cccs2)nnc1SC/C=C/c1ccccc1
(58) Cc1cccc(-n2c(Cn3nc(C)c([N+](=O)[O-])c3C)n[nH]c2=S)c1
(59) COc1ccc(NC(=O)c2ccc(N3C(=O)C4CC=C(Cl)CC4C3=O)cc2)cc1 (stereo unspecified)
Compound	51	52	53	54	55	56	57	58	59
APOBEC3A inh	-1	1	-4	0	3	-1	1	-5	0
GRIN3A LBD mod	-1	0	1	-4	1	0	0	3	18*
hIAP act	0.92	0.89	1.1	1	1.2	0.93	0.83	0.99	1.1
mIAP inh	-12	-3	3	9	-4	2	-3	2	-4
beta cell repl	0	1	1	-4	-6	-1	1	-2	-3
mIAP act	1.1	1	0.97	0.91	1	0.98	1	0.98	1
A3G deaminase	-7	-11	-4	-1	6	-1	-5	25	2
hIAP inh	8	11	-7	-4	-21	7	17	1	-7
MPTP block	1.0	-0.4	1.4	-0.8	1.0	-0.4	-0.3	-0.4	0.5

Screens (PubChem)
